# Yeast superoxide: reduction of superoxide in aged yeast, primary screen, HTS; S. cerevisiae aged cells, superoxide DHE fluorescence; hits give low values; AID 2690, 2010; superoxide response (% of plate mean), % at 10 µM; 330,000 tested, 0.18% active;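 active means superoxide response under a set limit, about three screen SD below normal, cut at about 65% in these data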;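 further: yeast aged for seven days with compound at 30 °C before DHE staining; 100% = average MFI of all compound-treated wells on the plate with controls excluded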
# GRK2 inh: compounds blocking aptamer binding on GRK2 – biochemical, human GRK2, bead flow cytometry, HTS, primary screen; inhibition of aptamer binding, % at 10 µM; FAM-aptamer displacement from GRK2; 330,000 tested, 0.59% active;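 active means inhibition of aptamer binding above 40%, roughly 3 SD of noise, on plates passing a quality check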;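 further: median bead fluorescence of bound FAM aptamer so fluorescent compounds give negative values; no value below 0 was filed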
# CIT2 TOR yeast: modulators of CIT2-GFP expression in yeast, primary screen, S. cerevisiae, GFP fusion, multiplex flow cytometry, MLPCN library. GFP response vs DMSO, % at 10 µM. S. cerevisiae CIT2-GFP strain, 3 h; 100 means same as DMSO wells. 320,000 tested, 0.065% active;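 active means GFP response relative to DMSO above a set limit, near the screen mean plus 3 SD, cut at about 150% in these data; inconclusive means Fewer than 70 cells measured for a yeast strain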;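 further: ratio of well median GFP fluorescence to mean of DMSO wells on the plate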
# AGP1 TOR yeast: modulators of AGP1-GFP expression in yeast TOR pathway, primary screen, cell-based, multiplex flow cytometry, S. cerevisiae, MLPCN library; 3 h; GFP as percent of DMSO wells; GFP response vs DMSO, % at 10 µM; 320,000 tested, 0.02% active; AID 2066, 2009;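 active means GFP response relative to DMSO above a set limit, near screen average plus 3 SD, cut at about 150% in these data; inconclusive means fewer than 70 cells counted for the yeast strain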;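 further: median GFP channel fluorescence of the gated AGP1 strain per well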
# MEX-5 binding: MEX-5 zinc finger RNA-binding disruptors – biochemical, C. elegans, fluorescence polarization, MLPCN library, primary screen. MEX-5/FITC-TCR2 RNA binding; hits give low values. activity score (negative = inhibition of binding), % at 10 µM. 300,000 tested, 0.38% active;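 active means inhibition past about -25% in most replicates, and total fluorescence under double the plate's negative control median, limit read from the data; inconclusive means replicates evenly split on the limit, or fluorescence at least double controls; inactive means too little inhibition in most replicates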;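 further: 0% = DMSO and -100% = 5 µM competing unlabeled TCR2 RNA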
# Target sequence (Q9XUB2 whole entry, looked up): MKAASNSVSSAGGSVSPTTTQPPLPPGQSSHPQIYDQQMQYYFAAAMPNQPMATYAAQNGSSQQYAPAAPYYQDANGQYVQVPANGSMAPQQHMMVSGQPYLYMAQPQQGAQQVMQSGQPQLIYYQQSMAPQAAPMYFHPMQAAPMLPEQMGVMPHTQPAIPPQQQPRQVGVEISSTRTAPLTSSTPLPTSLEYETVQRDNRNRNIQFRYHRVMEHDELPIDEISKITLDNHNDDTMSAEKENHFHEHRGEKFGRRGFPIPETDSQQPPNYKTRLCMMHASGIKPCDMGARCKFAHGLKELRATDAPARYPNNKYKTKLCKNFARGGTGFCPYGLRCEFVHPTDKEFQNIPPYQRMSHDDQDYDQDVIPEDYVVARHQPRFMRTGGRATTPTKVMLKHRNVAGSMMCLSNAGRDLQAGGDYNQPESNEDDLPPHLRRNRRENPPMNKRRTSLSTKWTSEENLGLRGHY
# BCLXL inh: inhibitors of human Bcl-xL, primary screen, biochemical, fluorescence polarization, HTS; GST-Bcl-xL / FITC-Bim BH3 peptide fluorescence polarization; inhibition, % at 10.9 µM; 320,000 tested, 0.7% active; AID 2129, 2009;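 active means inhibition above the mean of all tested compounds plus 3 SD, cutoff set per campaign, cut at about 30% in these data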;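 further: 0% = DMSO wells and 100% = unlabeled Bim-BH3 peptide competitor; inhibitors lower millipolarization by displacing the labeled peptide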
# Target sequence (Q07817 whole entry, looked up): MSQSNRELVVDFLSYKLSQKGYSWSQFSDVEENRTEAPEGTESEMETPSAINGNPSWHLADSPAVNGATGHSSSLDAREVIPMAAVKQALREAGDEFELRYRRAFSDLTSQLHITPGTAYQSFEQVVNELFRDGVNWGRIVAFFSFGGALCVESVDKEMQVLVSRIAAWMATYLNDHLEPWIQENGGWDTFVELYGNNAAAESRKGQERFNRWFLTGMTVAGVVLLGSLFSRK
# VLA-4 inh: inhibition in human VLA-4 binding assay, primary screen, VLA-4 allosteric modulator project, MLPCN library, flow cytometry, VLA-4 expressing cells | Integrin alpha-4 (Homo sapiens), P13612 | ligand binding flow cytometry | inhibition, % (about 7 µM as worked out from the volumes in the protocol) | 330,000 tested, 0.2% active | AID 2557, 2010; in the data active means inhibition above about 50%
# GLD-1 RNA inh: GLD-1/TGE RNA complex disruptors, primary screen, biochemical, fluorescence polarization; purified GLD-1 + fluorescein TGE RNA; inhibition, % at 5.96 µM; 320,000 tested, 0.44% active;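 active means percent inhibition above a per-plate cutoff, the plate mean of test compounds plus 3 SD, cut at about 30% in these data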;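 further: 0% = DMSO wells with GLD-1 and probe and 100% = wells lacking GLD-1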
# MCL1 BIM primary: inhibitors of MCL1 binding to BIM-BH3, primary screen, biochemical, fluorescence polarization; Induced myeloid leukemia cell differentiation protein Mcl-1 (Homo sapiens), Q07820; GST-MCL1 / FITC-Bim-BH3 fluorescence polarization; inhibition, % at 10.9 µM; 320,000 tested, 0.68% active; AID 2057, 2009;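 active means inhibition above the mean inhibition of all tested compounds plus 3 SD, set per campaign, cut at about 40% in these data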;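 further: 0% = DMSO wells and 100% = unlabeled Bim-BH3 peptide control; higher means more loss of mP so more displacement of Bim peptide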
# Target sequence (Q07820 whole entry, looked up): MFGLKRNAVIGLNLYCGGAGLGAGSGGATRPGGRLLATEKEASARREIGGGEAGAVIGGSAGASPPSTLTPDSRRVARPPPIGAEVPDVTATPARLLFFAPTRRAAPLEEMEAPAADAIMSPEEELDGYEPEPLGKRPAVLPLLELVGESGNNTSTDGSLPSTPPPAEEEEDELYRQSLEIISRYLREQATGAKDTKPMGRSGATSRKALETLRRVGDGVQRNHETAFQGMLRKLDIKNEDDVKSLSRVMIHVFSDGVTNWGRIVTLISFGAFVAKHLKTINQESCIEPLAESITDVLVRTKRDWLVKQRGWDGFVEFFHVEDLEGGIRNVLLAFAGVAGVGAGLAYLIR
# An asterisk follows results filed as active; ? = inconclusive; nt = not tested or not shown.
item	structure	CIT2 TOR yeast	MEX-5 binding	GRK2 inh	MCL1 BIM primary	BCLXL inh
1	O=C(CCNC(=O)c1ccc(Br)cc1)Nc1ccccc1N1CCCCC1	94	-4.0	0	0	2
2	O=S(=O)(NC1c2cccc3cccc(c23)C1Sc1ncccn1)c1ccc(Cl)cc1 (centres undefined)	92	0.7	0	-3	0
3	CCOc1ccc(S(=O)(=O)N(CC(=O)O)c2ccc(C)cc2)cc1	107	0.1	0	1	0
4	CC(C)c1ccc(-c2nnn(CCC(=O)O)n2)cc1	103	-2.2	13	-4	1
5	O=C(O)c1cccc(N2CCCC2)c1	78	0.3	1	8	3
6	CCCCC1(O)CC(C(F)(F)F)=NN1C(=O)COc1ccccc1 (centres undefined)	99	3.3	0	4	4
7	COc1ccc(-n2c(CNC(=O)c3ccc(S(=O)(=O)N4CCCC4)cc3)n[nH]c2=S)cc1	101	-0.7	3	-2	-2
8	CC(=O)Nc1ccc(NC(=O)C2CCCN2C(=O)NCc2ccccc2)cc1 (centres undefined)	100	-0.2	0	2	5
9	Cc1ccc(-c2nn(-c3ccccc3)cc2C(=O)Nc2ccc(C)c(S(=O)(=O)N3CCOCC3)c2)cc1	96	2.8	18	5	6
10	CC(=O)N1CCN(S(=O)(=O)c2ccc(C)cc2)C1C (centres undefined)	76	-0.3	2	4	-1

item	GLD-1 RNA inh	VLA-4 inh	AGP1 TOR yeast	Yeast superoxide
1	6	-8	100	82
2	6	7	100	95
3	2	2	108	114
4	9	13	91	103
5	3	7	102	88
6	3	-5	99	96
7	1	4	100	107
8	-10	-6	99	99
9	12	3	96	91
10	-2	8	88	99

# More compounds follow:
item	structure	CIT2 TOR yeast	MEX-5 binding	GRK2 inh	MCL1 BIM primary	BCLXL inh
11	CSc1cccc(N2CC(C(=O)Nc3cccc(S(=O)(=O)N4CCCC4)c3)CC2=O)c1 (centres undefined)	111	-0.4	2	-14	-7
12	CC(C)OC(=O)/C(=C\c1ccccc1)NC(=O)c1ccccc1	84	-0.6	1	3	7
13	CCc1ccc(N2CCN(C(=O)N3CCOCC3)CC2)cc1	94	-2.1	1	4	3
14	Cc1c(C(=O)NC2CCCCC2)oc2c1C(=O)CC(C)(C)C2	92	0.1	2	0	1
15	CN(C)c1ccc(NC(=O)CSc2n[nH]c(-c3ccco3)n2)cc1	103	1.0	3	5	0
16	COc1ccc(-c2nc3c(c(SCC(=O)Nc4cccc(O)c4)n2)Cc2c(CO)cnc(C)c2O3)cc1	97	-0.4	0	-8	2
17	CCCN(CC(=O)Nc1ccccc1OC)C(=O)c1cc(-c2ccccc2)nn1-c1ccccc1	96	nt	0	-24	-17
18	CN1CCN(C(=O)c2cccn(Cc3c(Cl)cccc3Cl)c2=O)CC1	92	2.9	0	-6	-8
19	Cc1cc(C)n(CCC(=O)N/N=C/c2ccccc2O)n1	96	0.7	2	0	4
20	CC(C(=O)Nc1ccc(S(=O)(=O)N2CCCCC2)cc1)N1CCN(c2ccccn2)CC1 (centres undefined)	102	-2.0	0	-20	-7

item	GLD-1 RNA inh	VLA-4 inh	AGP1 TOR yeast	Yeast superoxide
11	9	7	113	105
12	6	14	94	83
13	0	6	97	102
14	4	1	101	88
15	-2	9	108	90
16	1	-1	106	100
17	2	-2	96	86
18	-9	9	96	104
19	-4	-5	91	95
20	2	4	106	100

# (listing goes on)
item	structure	CIT2 TOR yeast	MEX-5 binding	GRK2 inh	MCL1 BIM primary	BCLXL inh
21	CC(=O)CSc1nc2ccccc2o1	91	1.8	4	5	1
22	O=Cc1c(N2CCN(c3cccc(Cl)c3)CC2)nc2ccccn2c1=O	110	-1.5	0	14	5
23	Clc1ccc(-n2cc(COCc3ccccc3)nn2)cc1	84	0.8	1	-2	-2
24	COC(=O)c1c(NC(=O)Cn2nc(C(F)F)cc2C(F)F)sc(C)c1C	87	-0.4	2	8	5
25	Cc1cccc(C(=O)NCC(=O)NNC(=O)c2ccccc2O)c1	96	-16	2	11	4
26	CSC(=NS(=O)(=O)c1ccc(C)cc1)SC	99	-1.0	0	3	-1
27	Cc1cccc(CSCc2ccc(C(=O)NC(C)C)o2)c1	139	0.9	0	-3	1
28	CNC(=S)N/N=C/c1cn(CCOc2cccc(OC)c2)c2ccccc12	97	-1.7	0	15	8
29	CCOCCCNC(=O)C(c1ccc(OC)cc1)N(Cc1cccs1)C(=O)CNC(C)=O (centres undefined)	111	-0.9	3	0	-1
30	Cc1cc(C(C)(C)C)cc(C)c1N	108	-0.7	0	4	4

item	GLD-1 RNA inh	VLA-4 inh	AGP1 TOR yeast	Yeast superoxide
21	8	-7	93	101
22	2	-28	108	86
23	4	9	92	102
24	4	1	89	93
25	-1	5	114	90
26	7	28	nt	99
27	-2	3	123	82
28	0	8	108	79
29	-11	-5	104	92
30	4	9	103	85

# Later entries:
item	structure	CIT2 TOR yeast	MEX-5 binding	GRK2 inh	MCL1 BIM primary	BCLXL inh
31	O=C(O)c1ncc(-c2ccccc2)cn1	?	0.2	2	1	-2
32	CC1CCc2cc(F)cc3c(O)c(C(=O)NCC4CCCO4)c(=O)n1c23 (centres undefined)	93	1.8	0	2	5
33	COC(=O)C(NC(=O)c1ccc(F)cc1)(Nc1ncc(S(=O)(=O)c2ccc([N+](=O)[O-])cc2)s1)C(F)(F)F (centres undefined)	99	0.4	0	7	6
34	COc1ccc(N2CCN(C(=S)Nc3cc(C)cc(C)c3)CC2)cc1	106	-2.7	0	9	3
35	CN(C)S(=O)(=O)c1cccc(NC(=O)C2Cc3ccccc3CN2C(=O)c2ccccc2)c1 (centres undefined)	95	5.1	2	-1	2
36	CCOC(=O)c1nc(Nc2ccccc2CC)c2ccccc2n1	97	-1.5	1	0	2
37	O=C(Nc1ccc2c(c1)CN(Cc1ccc(CO)o1)CC2)c1ccc(C(F)(F)F)cc1	101	2.8	0	5	3
38	O=C1CSC(c2cccc([N+](=O)[O-])c2)N1c1ccccc1 (centres undefined)	104	0.4	0	2	4
39	Cn1c(SCC(=O)NC2CCCCCC2)nnc1-c1cccs1	102	1.0	4	-16	3
40	Nc1nc(-c2ccccc2)nn1C(=O)Cc1ccccc1	100	-1.6	0	4	1

item	GLD-1 RNA inh	VLA-4 inh	AGP1 TOR yeast	Yeast superoxide
31	1	17	?	97
32	3	-5	93	90
33	5	20	104	110
34	3	-7	97	102
35	-3	10	98	91
36	-1	17	93	110
37	2	5	106	109
38	-5	11	102	97
39	0	6	99	97
40	10	7	99	85

# More records.
item	structure	CIT2 TOR yeast	MEX-5 binding	GRK2 inh	MCL1 BIM primary	BCLXL inh
41	O=C(CNC(=O)c1ccc(OC(F)F)cc1)NCC1(N2CCOCC2)CCCCC1	93	nt	0	1	-2
42	CC(=O)c1cc2cc(O)ccc2o1	107	nt	3	-13	-8
43	Cc1cc(-c2ccc(C(C)C)c(S(=O)(=O)N3CCN(c4ccccc4)CC3)c2)on1	99	4.7	0	3	11
44	CNC(=O)N(O)C1N(/N=C/c2cccnc2)C(=S)SC1(C)C (centres undefined)	107	1.9	2	4	2
45	O=S(=O)(NC1CCCCCC1)c1cccc2cccnc12	93	-3.0	1	0	7
46	O=C1CC(=O)Nc2cc(S(=O)(=O)NCc3cccs3)ccc2N1	109	-0.9	3	2	3
47	CCOc1ccc(NC(=O)CCCNC(=O)Cn2cnc3sc(C)c(C)c3c2=O)cc1	91	1.2	0	-4	1
48	O=C(CCC1CCCCC1)Nc1cccnc1	nt	-1.5	3	-3	-2
49	CCC(C)CNC(=O)c1cccc(OC2CCN(CC(C)(C)C)CC2)c1 (centres undefined)	109	-4.9	2	9	6
50	CCC1CCC(C(=O)NC(C(=O)NCCc2ccc(S(N)(=O)=O)cc2)C(C)C)CC1 (centres undefined)	105	-1.0	0	4	-1

item	GLD-1 RNA inh	VLA-4 inh	AGP1 TOR yeast	Yeast superoxide
41	6	-5	96	113
42	-2	-5	109	82
43	7	-7	98	104
44	3	10	110	95
45	2	2	101	84
46	3	1	108	76
47	3	8	92	103
48	-5	13	97	112
49	-4	4	92	89
50	2	11	104	104

# 6 records picked at random from those above, as already listed:
item	structure	CIT2 TOR yeast	MEX-5 binding	GRK2 inh	MCL1 BIM primary	BCLXL inh
22	O=Cc1c(N2CCN(c3cccc(Cl)c3)CC2)nc2ccccn2c1=O	110	-1.5	0	14	5
5	O=C(O)c1cccc(N2CCCC2)c1	78	0.3	1	8	3
14	Cc1c(C(=O)NC2CCCCC2)oc2c1C(=O)CC(C)(C)C2	92	0.1	2	0	1
29	CCOCCCNC(=O)C(c1ccc(OC)cc1)N(Cc1cccs1)C(=O)CNC(C)=O (centres undefined)	111	-0.9	3	0	-1
39	Cn1c(SCC(=O)NC2CCCCCC2)nnc1-c1cccs1	102	1.0	4	-16	3
23	Clc1ccc(-n2cc(COCc3ccccc3)nn2)cc1	84	0.8	1	-2	-2

item	GLD-1 RNA inh	VLA-4 inh	AGP1 TOR yeast	Yeast superoxide
22	2	-28	108	86
5	3	7	102	88
14	4	1	101	88
29	-11	-5	104	92
39	0	6	99	97
23	4	9	92	102

# (further entries)
item	structure	CIT2 TOR yeast	MEX-5 binding	GRK2 inh	MCL1 BIM primary	BCLXL inh
51	Cc1ncc[nH]1	80	nt	2	-2	2
52	CCc1ccc(NC(=O)Cn2nc(C)n3cccc3c2=O)cc1	116	-3.1	0	8	7
53	Oc1c(CN2CCN(c3ccccc3)CC2)cc(Br)c2cccnc12	101	0.5	0	13	8
54	Cc1ccccc1OCC(=O)NCCCNC(=O)c1ccncc1	104	-1.0	5	4	3
55	Cc1ccc(-c2cc(C(=O)Nc3c(C)n(C)n(-c4ccccc4)c3=O)[nH]n2)c(O)c1	102	-1.0	1	-6	3
56	O=S(=O)(c1ccc(Cl)cc1)n1cnc2ccccc21	105	-1.8	14	1	7
57	Cc1nnc(N2CCCC(C(=O)NCc3cccc(F)c3)C2)c2nn(-c3ccccc3)c(C)c12 (centres undefined)	107	-9.6	0	-1	-3
58	Cc1cc(N(CCO)CCO)ccc1N=Nc1cc(F)ccc1F	106	-1.9	3	10	8
59	CCC12C(=O)C(CC)(C(c3ccccc3)=C1c1ccccc1)[C@@H]1C(=O)N(c3ccc(C)cc3)C(=O)C12 (some centres undefined)	nt	-1.5	0	-1	-1

item	GLD-1 RNA inh	VLA-4 inh	AGP1 TOR yeast	Yeast superoxide
51	1	18	97	114
52	11	10	110	88
53	8	-5	91	85
54	-3	4	102	90
55	6	10	105	110
56	1	9	97	100
57	-12	2	87	89
58	2	12	112	75
59	8	12	nt	96

# Compound activity (PubChem)
